# Bioassay records deposited in PubChem BioAssay by National Center for Advancing Translational Sciences (NCATS).
# VP16 counter – VP16 counterscreen qHTS for inhibitors of ROR gamma transcriptional activity | Drosophila S2 Gal4-VP16 UAS-luciferase, luminescence, 20 h | actives 3.5% (n = 310,000) | Potency, µM (series often up to 53.6 µM), for inactives: at the highest dose activity, negative = inhibition, most hits filed as inhibitors;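 note: Gal4-VP16 expression switched on by copper sulfate through the metallothionein promoter; potency is the fitted concentration of half-maximal effect; % is set by controls: 0 for no effect and ±100 for the full control effect; nearly all actives have a fitted effect of over 50% in size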
# MBNL1 CUG block – qHTS Assay for Inhibitors of MBNL1-poly(CUG) RNA binding. Muscleblind-like protein 1 (Homo sapiens), Q9NR56. TR-FRET MBNL1-His/biotin-(CUG)12 binding, 665/545 ratio. Potency, µM (series often up to 57.5 µM), inactives show at the top dose activity change, negative = inhibition, usual class: inhibitors. actives 0.036% (n = 280,000). AID 2675, 2010; active = well fitted inhibition curve with a large enough effect in the signal ratio, with a control signal flat, not every such curve was filed as active; inconclusive = small, poorly fitted or top-dose-only effect, or effect the other way, or a change in a side signal; inactive = no such curve, though single readings can be large or run the other way; the % refers to the signal ratio; note: potency is the fitted concentration of half-maximal effect; % is set by controls: 0 for no effect and ±100 for the full control effect
# Target sequence (Q9NR56 whole entry, looked up): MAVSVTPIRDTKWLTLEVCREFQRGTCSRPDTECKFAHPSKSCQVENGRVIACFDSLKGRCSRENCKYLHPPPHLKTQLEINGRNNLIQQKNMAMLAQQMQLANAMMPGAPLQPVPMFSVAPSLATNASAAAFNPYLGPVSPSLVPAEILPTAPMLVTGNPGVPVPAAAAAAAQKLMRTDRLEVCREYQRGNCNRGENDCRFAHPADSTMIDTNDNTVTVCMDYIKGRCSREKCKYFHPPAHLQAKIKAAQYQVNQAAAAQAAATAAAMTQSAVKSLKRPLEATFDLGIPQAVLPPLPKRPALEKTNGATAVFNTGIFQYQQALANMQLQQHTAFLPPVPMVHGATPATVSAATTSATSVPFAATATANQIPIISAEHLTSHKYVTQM
#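 His-tagged MBNL1 binding to biotinylated (CUG)12 RNA was measured by TR-FRET using terbium anti-His antibody (0.055 ng/ul final) and streptavidin-XL665 (5 nM final). Compounds were titrated 92 nM to 58 uM; 60 min at room temperature.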
# Rab9 promoter act – qHTS Assay for Rab9 Promoter Activators. AID 485297, 2010. actives 2.8% (n = 320,000). Huh7 Rab9 promoter-luciferase reporter, luminescence, 24 h. Potency, µM (series often up to 9.22 µM), without a hit: at the highest dose activation, negative = inhibition, hits mostly activators; note: potency is the fitted concentration of half-maximal effect; % of control where 0% means no effect; nearly all actives have a fitted effect of over 60% in size
#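 Luciferase signal after 10 min detection reagent at ambient indicates Rab9 promoter upregulation; stably transfected Huh7 cells were treated 24 h with compound in DMSO at 37 °C, 5% CO2.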
# NPC1 promoter act – qHTS Assay for NPC1 Promoter Activators | Huh7 NPC1 promoter luciferase reporter, 24 h | Potency, µM (doses to about 9.22 µM), for inactives: at the top dose activation, hits mostly activators | actives 2.4% (n = 320,000);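 note: potency is the fitted concentration of half-maximal effect; % of control where 0% means no effect; nearly all actives have a fitted effect of over 60% in size; reporter is driven by a mutant NPC1 promoter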
#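 Luminescence from an NPC1 promoter-driven luciferase reporter in stably transfected Huh7 cells was measured after 24 h compound treatment at 37 °C, followed by 10 min ambient incubation with luciferase detection reagent.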
# KCNH2 3.1 inh – qHTS for Inhibitors of KCHN2 3.1: Mutant qHTS | AID 720553, 2013 | activity change, % (tested at about 1.8 µM) | U2OS KCNH2 3.1, thallium flux FluxOr; stronger effect = lower value | actives 0.95% (n = 340,000);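 active = maximum activity change below -70%; inconclusive = maximum activity change from -70% to -50%; inactive = maximum activity change above -50%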;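 note: thallium influx rate constant from kinetic fluorescence after stimulation buffer; % is set by controls: 0 for no effect and ±100 for the full control effect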
#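 Thallium flux read-out: FluxOr dye with Red40 quencher in HBSS/HEPES, 45 min at RT. Rate constants from kinetic reads were normalized to positive and negative DMSO controls. Cells: U2OS virally expressing the 3.1 isoform.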
# Mito fusion yeast – qHTS Assay for Small Molecule Inhibitors of Mitochondrial Division or Activators of Mitochondrial Fusion. S. cerevisiae fusion-defective mutant growth rescue, CellTiterGlo 48 h. Potency, µM (top dose mostly 46.1 µM), for inactives: top-dose growth rescue (activation), actives largely listed as activators. actives 0.23% (n = 320,000). AID 485298, 2010;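 note: potency is the fitted concentration of half-maximal effect; % of control where 0% means no effect; nearly all actives have a fitted effect of over 45% in size; temperature-sensitive fusion mutants such as fzo1-1 at 37 °C on non-fermentable ethanol glycerol medium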
#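 Yeast fusion mutant, YPEG (non-fermentable carbon), compound, 48 h at 37C non-permissive; CellTiterGlo added, 10 min RT, luminescence read. Rescued growth = division inhibition.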
# PKM2 activator – qHTS Assay for Activators of Human Muscle isoform 2 Pyruvate Kinase; Potency, µM (doses to about 57.5 µM), for the others: top-dose activation, most hits filed as activators; actives 0.34% (n = 260,000); purified PKM2, Kinase-Glo ATP luminescence, activation; response scale: 0% is enzyme alone, no compound; note: potency is the fitted concentration of half-maximal effect; % is set by controls: 0 for no effect and ±100 for the full control effect; nearly all actives have a fitted effect of over 55% in size
#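 Kinase-Glo luminescence reports ATP generated from ADP (0.1 mM) and PEP (0.5 mM) by purified hPK-M2 after 1 h at room temperature, pH 7.2 imidazole buffer; intermediate enzyme activity allows detecting inhibitors and activators.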
# Menin-MLL TR inh – qHTS Assay for Inhibitors Targeting the Menin-MLL Interaction in MLL Related Leukemias: Competition With Texas Red Labeled MLL-derived Mutant Peptide. Potency, µM (doses to about 61.6 µM), for inactives: at the highest dose FP activity change, negative = inhibition, most hits filed as inhibitors. actives 0.23% (n = 270,000). Menin + Texas Red MLL mutant peptide, fluorescence polarization; active = well fitted inhibition curve with a large enough effect in the polarisation, with a control signal flat, not every such curve was filed as active; inconclusive = small, poorly fitted or top-dose-only effect, or effect the other way, or a change in a side signal; inactive = no such curve, though single readings can be large or run the other way; the % refers to the polarisation; note: potency is the fitted concentration of half-maximal effect; % of control where 0% means no effect; many of its hits are not listed in these tables
# ELG1 DNA repair – qHTS screen for small molecules that inhibit ELG1-dependent DNA repair in human embryonic kidney (HEK293T) cells expressing luciferase-tagged ELG1; Potency, µM (highest dose often 46.1 µM), for the others: at the top dose activity change, negative = inhibition, usual class: inhibitors; HEK293T ELG1-luciferase reporter, luminescence, 16 h; DNA damage induced by 5-fluorouridine; actives 2.3% (n = 330,000); note: potency is the fitted concentration of half-maximal effect; % is set by controls: 0 for no effect and ±100 for the full control effect; nearly all actives have a fitted effect of over 55% in size
#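 Quantitative HTS, concentration-response format. 2,000 cells/well co-treated with 5-fluorouridine and compound, 16 hr in 5% CO2 at 37 °C; ONE-Glo luminescence read after 30 min.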
# RORgamma inh – qHTS for inhibitors of ROR gamma transcriptional activity; Potency, µM (series often up to 53.6 µM), for inactives: at the highest dose activity change, negative = inhibition, hits mostly inhibitors; Nuclear receptor ROR-gamma (Mus musculus), P51450; Drosophila S2 Gal4-RORgamma UAS-luciferase reporter, 20 h; actives 5.4% (n = 310,000); note: potency is the fitted concentration of half-maximal effect; % is set by controls: 0 for no effect and ±100 for the full control effect; nearly all actives have a fitted effect of over 60% in size
# Target sequence (P51450 whole entry, looked up, the tested form may be a part): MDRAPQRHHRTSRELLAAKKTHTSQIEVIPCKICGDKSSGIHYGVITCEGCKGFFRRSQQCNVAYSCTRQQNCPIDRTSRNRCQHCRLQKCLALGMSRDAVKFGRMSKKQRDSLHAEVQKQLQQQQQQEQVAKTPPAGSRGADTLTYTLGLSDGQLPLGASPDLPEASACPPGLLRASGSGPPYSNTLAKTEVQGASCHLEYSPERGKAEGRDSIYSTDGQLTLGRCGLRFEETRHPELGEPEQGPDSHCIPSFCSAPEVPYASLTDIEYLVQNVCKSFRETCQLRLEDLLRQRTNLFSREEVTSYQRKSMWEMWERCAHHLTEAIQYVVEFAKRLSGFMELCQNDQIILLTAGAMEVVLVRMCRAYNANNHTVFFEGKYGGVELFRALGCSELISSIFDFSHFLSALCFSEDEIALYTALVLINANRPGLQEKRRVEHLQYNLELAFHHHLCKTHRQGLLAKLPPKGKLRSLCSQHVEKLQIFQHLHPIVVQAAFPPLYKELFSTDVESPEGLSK
#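 Drosophila Schneider cells stably carrying a metallothionein-driven Gal4 DBD–ROR gamma fusion and a UAS-Photinus luciferase reporter were exposed to compound for 1 hr, then induced with copper sulfate (700 uM final) for 20 hr at ambient temperature before luminescence reading.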
# FLuc modulator – qHTS profiling assay for firefly luciferase inhibitor/activator using purifed enzyme and Km concentrations of substrates (counterscreen for miR-21 project) | AID 588342, 2011 | actives 6.9% (n = 360,000) | purified FLuc, Km substrates, luminescence inhibition | Potency, µM (highest dose often 57.5 µM), for the others: top-dose activity change, negative = inhibition, usual class: inhibitors;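 note: potency is the fitted concentration of half-maximal effect; plate controls were vehicle for no effect and reference inhibitor for full effect; nearly all actives have a fitted effect of over 55% in size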
#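 Purified P. pyralis luciferase, 10 nM final, with Km-level 10 uM D-luciferin and 10 uM ATP in 50 mM Tris acetate pH 7.5, 10 mM Mg acetate, 0.01% Tween-20, 0.05% BSA; 6-point qHTS titration about 60 µM downward; luminescence read.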
# * marks the source's active call; other numbers are inactive results; u = inconclusive; x = not tested or not shown; & = joins results of further samples; [ ] = another dose, or the depositor's remark. Unless noted, calls come from the whole dose curve; as a rule, active = well fitted curve in the direction sought with a large enough effect; inconclusive = small, poorly fitted or top-dose-only effect, or another doubt; inactive = no such curve, though single readings can be large; an effect the other way counts as inactive or inconclusive. Not all compounds are listed, so the mix of outcomes need not match the whole.
SMILES,VP16 counter,MBNL1 CUG block,Rab9 promoter act,NPC1 promoter act,KCNH2 3.1 inh,Mito fusion yeast,PKM2 activator,Menin-MLL TR inh,ELG1 DNA repair,RORgamma inh,FLuc modulator
NS(=O)(=O)c1cccc(NC(=O)/C=C/c2cccs2)c1,2.1%,u,u,u,-0.1,5.3%,-1.0%,7.5%,u,11.2%,7.57µM*
COc1ccc(Cl)cc1NC(=O)CN(C)C(=O)c1ccc(N2CCCCC2)c([N+](=O)[O-])c1,x,x,-6.1%,-4.2%,u,27.5%,x,x,u,x,-12.3%
O=C(Cc1ccc(F)cc1)NCc1cccnc1,-15.0%,-1.2%,1.9%,-0.5%,5.1,5.7%,-2.6%,0.9%,21.0%,0.9%,-0.1%
O=c1ccc(-c2nc3cc(Cl)ccc3n2Cc2ccccc2)c[nH]1,0.6%,0.9%,0.6%,-1.7%,-14.4,0.0%,1.1%,2.6%,u,-30.8%,-1.8%
COC(=O)[C@@]1(Cc2ccc(OC)cc2)[C@H]2c3cc(C(=O)N(C)C)n(CCSCCO)c3C[C@H]2CN1C(=O)c1ccccc1,-9.2%&-8.4%,20.7%,-4.3%,-3.2%,26.8,-0.3%,4.9%&0.7%,-8.2%&-14.4%,10.3%,-3.8%&12.1%,-1.5%
Cc1cccc(OCC(=O)N2CCC(N3CCCCCC3)CC2)c1,1.0%,18.8%,5.1%,3.6%,-13.5,1.2%,0.1%,-18.3%,13.4%,-19.2%,-2.4%
N/C(CS(=O)(=O)c1ccccn1)=N\OC(=O)c1ccccc1Cl,6.0%,x,2.24µM*,2µM*,6.8,2.8%,u,x,u,20.6%,u
CSc1nnc(CNS(=O)(=O)c2ccc(F)cc2)n1C,-12.3%,-3.8%,-0.4%,0.9%,-21.6,0.1%,5.5%,12.0%,15.2%,9.3%,-0.1%
COc1ccc2c(c1)c1ncnc(N3CCN(Cc4ccc5c(c4)OCO5)CC3)c1n2C,-1.0%,1.7%,-5.3%,-10.9%,x,-3.5%,-2.4%,-11.9%,16.4µM*,-14.8%,2.7%
CCOc1ccc(NCC(=O)N/N=C/C=C/c2ccccc2)cc1,u,u,-3.1%,2.3%,u,3.8%,-11.0%,9.0%,3.4%,u,13.5µM*
CCOC(=O)c1[nH]c(C)c(C(=O)c2ccc(C)cc2)c1C,6.6%,-2.3%,-10.4%,-8.5%,0.5,7.3%,-2.0%,-0.2%,u,42.9%,u
Cc1nc(CCNC(=O)Cc2ccc(F)cc2)cs1,2.4%,u,4.4%,-1.6%,-24.6,-2.2%,0.2%,-14.9%,5.6%,28.4%,1.5%
Cc1ccc(S(=O)(=O)N2CCN(c3ccccc3)CC2)cc1,-8.1%,-0.1%,2.0%,-0.2%,0.5,0.6%,1.8%,13.8%,u,5.1%,-0.6%
CCOC(=O)c1c(NCc2ccccc2)n[nH]c1C,0.3%,-6.3%[11.5 µM],-0.5%,-1.2%,0.4,u,0.2%,-1.5%,6.5%,26.7%,-0.9%
Cn1cc(/C(Cc2ccccc2)=N\O)c2ccccc21,7.3%,-1.9%,-10.6%,-4.8%,3.3,-1.2%,-16.0%,8.6%,-13.0%,8.9%,-12.0%
CN(CCCNC(=O)C1CCCN(S(=O)(=O)c2cnc[nH]2)C1)c1ccccc1 (centres undefined),0.0%,-4.0%,-3.2%,1.7%,22.2,-1.6%,10.1%,2.3%[11.7 µM],-5.9%,-29.3%,0.2%
Cc1ccc(NC(=O)c2nc3nccc(C)n3n2)c(C)c1,-8.5%,0.9%,u,u,-22.7,-1.6%,1.5%,14.7%,u,-0.5%,u
Cc1cc(C)n2nc(C(=O)Nc3ccc4c(c3)CCC4)nc2n1,-6.5%,x,3.55µM*,u,12.1,14.4%,-0.7%,u,u,27.0%,13.5µM*
Cc1cc(NCCCOC(C)C)n2c(nc3ccccc32)c1C#N,4.8%,48.4%[activator],-1.5%,-0.3%,8.0,4.8%,0.3%,5.2%,u,10.1%[1.91 µM],2.1%
COc1cc(C2NC(=O)NC(C)=C2C(=O)OC2CCCC(C)C2)ccc1O (centres undefined),0.3%,u,-1.1%,-3.7%,15.0,-7.0%,-15.8%,1.8%,0.5%,37.1%,0.0%
CC(C)CC(=O)Nc1ccc(-c2nnn(CC(=O)NCc3ccco3)n2)cc1,-2.4%,5.6%,u,u,7.4,2.0%,19.0%,u,u,2.0%,10.7µM*
COc1ccc(OCC(=O)Nc2cccc(OC)c2)cc1,-5.1%,2.2%,-3.6%,1.9%,4.7,-3.5%,10.1%,9.8%,u,31.4%,-15.2%[2.3 µM]
CN(C)S(=O)(=O)c1cccc(NC(=S)N(CCC#N)Cc2cccnc2)c1,-21.2%,-3.2%,2.4%,-3.5%,-6.2,-1.6%,-3.6%,0.1%,1.7%,4.4%,-0.7%
O=C(OCc1ccccc1)C1=NNC2C(=O)N(c3ccc(Br)cc3)C(=O)C12 (centres undefined),7.0%,2.8%,-5.2%,-2.6%,-15.4,-4.1%,-0.9%,x,-2.6%,6.5%,-3.3%
COC(=O)C1=C(C)N=C2SC(C#N)=C(N)N2C1c1ccc(OC)cc1 (centres undefined),-8.0%,u,7.6%,1.3%,5.3,-0.7%,-1.5%,0.4%,-2.7%,-43.6%,-8.2%
COc1c(O)ccc2c1CN1CCc3cc4c(cc3C1C2)OCO4 (centres undefined),-2.1%,15.0%,-3.4%,-3.3%,-7.2,-13.0%,u,-17.1%,-4.5%,-14.6%,u
Cc1nc(NCc2cccnc2)c2c3c(sc2n1)CC(C)CC3 (centres undefined),1.78µM*,0.3%,6.1%,10.6%,58.4,29.1%,u,-10.4%,u,0.708µM*,23.9µM*
CSc1nc(C)cc(SC(C(C)=O)C(=O)Nc2ccccc2)n1 (centres undefined),u,7.8%,-0.1%,-1.0%,9.2,-2.3%,-6.6%,u,4.0%,8.91µM*,-11.7%
CCC1(c2ccccc2)NC(=S)N(c2ccc(C)cc2)N1 (centres undefined),u,-0.2%,24.9%,8.7%,1.5,-2.2%,-12.1%,-0.1%,u,5.01µM*,u
CCc1cc2c(=O)n(Cc3ccco3)c(SCc3c(C)noc3C)nc2s1,-61.0%,-1.4%,-39.0%[inhibitor],-32.8%[inhibitor],-15.6,16.3%,20.4%,-4.4%,u,u,-1.4%
CC(C)OC(=O)c1cccc(C(=O)Oc2ccccc2)n1,-0.8%,-10.9%,-2.0%,0.1%,-3.3,-0.3%,-2.2%,-0.8%,u,15.6%,u
NC(=O)C1(N2CCCCC2)CCN(CC(=O)Nc2ccccc2-c2ccccc2)CC1,4.0%,-5.2%,12.7%,-0.8%,1.8,-2.5%,2.5%,-14.5%,u,-13.8%,-2.4%[2.3 µM]
NC(=O)C1CCN(C2=C(NS(=O)(=O)c3ccccc3)C(=O)c3ccccc3C2=O)CC1,-7.2%,x,-0.6%,-0.9%,-2.4,-1.1%,-8.6%,x,u,u,-16.3%
COc1ccc(CC(=O)N/N=C/c2cccs2)cc1OC,4.4%,u,-1.0%,-0.3%,16.6,0.5%,x,-4.1%,-10.7%,4.1%,6.0%
CSCCC(NC(=O)COc1ccccc1)C(=O)OCc1ccc([N+](=O)[O-])cc1 (centres undefined),x,x,-0.2%,6.6%,-4.3,6.7%,x,x,-0.7%,x,-4.6%
COc1ccc(Br)cc1CN1CCSCC1,-11.5%,-7.8%,-3.1%,1.3%,3.6,1.0%,-0.2%,0.8%,12.9%,-0.1%,1.5%
